# Assay outcomes (PubChem)
# RAM inhibit – yeast RAM network inhibition; S. cerevisiae dse1pr::URA3 reporter, 5-FOA growth OD615, 2 d; analog-sensitive cbk1-as2 kinase mutant strain; inhibition, % at 50 µM; 190,000 tested, 1.8% active; AID 868;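 active means inhibition above a set limit, 3 SD over mean compound inhibition, cut at about 8.4% in these data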;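 further: 0% = DMSO-only wells with no growth and 100% = 10 µM 1-NA-PP1 full growth; inhibition rescues growth on 5-FOA so higher OD means more RAM inhibition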
# SRC2 TRFRET art – counter-screen for PPARgamma SRC-2 recruitment agonists: TR-FRET artefact | TR-FRET ratio at 8 µM | stronger effect = higher value | 200,000 tested, 0.4% active; in the data active means TR-FRET ratio above about 2000; further: inactives centre near 1500
# TLR4-MyD88 BLA – blocks binding of human TLR4 to MyD88. O00206+Q99836. HeLa CL3-4 TLR4/MyD88 BLA complementation, FRET ratio. inhibition, % at 8.4 µM. 200,000 tested, 0.18% active. AID 861; in the data active means inhibition above about 25%;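 further: 0% = vehicle and 100% = reference inhibitor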
# STAT3 activator – increases IL-6 driven STAT3 reporter signal; U3A cells, IL-6 STAT3-luciferase reporter, luminescence; 100% = signal with IL-6 EC80 alone; activation (% of control), % at 5.6 µM; 190,000 tested, 0.91% active;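 active means activation above the screen-wide mean of compound activation plus 3 SD, cut at about 130% in these data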;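 further: 0% = background luminescence of wells with medium and substrate only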
#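 system = STAT3-luciferase reporter U3A cells | reagent = IL-6 stimulus at 33 ng/mL final | timing = 1 h compound pre-exposure, 6 h IL-6 stimulation, 37 °C | measured by = luminescence | evaluation = % activation versus median of IL-6-stimulated wells | control set = IL-6-only wells as 100% reference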
# STAT3 blocker – reduces IL-6 driven STAT3 reporter signal | U3A cells, IL-6 STAT3-luciferase reporter, luminescence; host cell line lacks STAT1 | inhibition, % at 5.5 µM | 190,000 tested, 0.89% active | AID 862;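 active means inhibition above the mean inhibition across all screened compounds plus 3 SD, cut at about 44% in these data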;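 further: 0% = DMSO only wells and 100% = 100 µM nifuroxazide control wells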
# S1P3 antagonist – S1P3 (human) receptor antagonism | Q99500 | AID 485 | CHO S1P3 NFAT-BLA reporter, FRET fluorescence, antagonist mode | 170,000 tested, 0.27% active | inhibition, % at 4.98 µM;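 active means inhibition above the plate cutoff, the mean inhibition of test wells on that plate plus 3 SD, cut at about 28% in these data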;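 further: cells challenged with S1P at its EC80 of 0.8 µM; blue over green emission ratio from cleaved BLA substrate after 4 h stimulation; 0% = S1P-stimulated wells and 100% = unstimulated DMSO-only wells; some compounds past the cut are filed as inactive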
# Target sequence (Q99500 whole entry, looked up): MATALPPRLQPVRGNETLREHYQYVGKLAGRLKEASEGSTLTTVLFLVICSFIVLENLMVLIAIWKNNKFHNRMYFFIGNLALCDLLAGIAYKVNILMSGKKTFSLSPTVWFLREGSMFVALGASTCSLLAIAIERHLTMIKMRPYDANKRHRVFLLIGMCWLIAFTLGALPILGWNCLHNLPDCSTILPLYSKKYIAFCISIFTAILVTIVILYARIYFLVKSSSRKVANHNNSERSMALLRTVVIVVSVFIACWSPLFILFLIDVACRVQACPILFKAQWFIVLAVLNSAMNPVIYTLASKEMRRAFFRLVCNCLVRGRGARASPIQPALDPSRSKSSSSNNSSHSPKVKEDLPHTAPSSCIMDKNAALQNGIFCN
# PPARg SRC3 recr – promotes SRC-3 coactivator recruitment by human PPARgamma. activation, % at 8 µM. 200,000 tested, 0.26% active. P37231. biochemical PPARgamma/SRC-3 coactivator recruitment assay; in the data active means activation above about 23%;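 further: 0% = DMSO and 100% = reference agonist; some compounds past the cut are filed as inactive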
# ROMK primary – human ROMK K+ channel modulation, primary screen. B-score at 10 µM. P48048. 130,000 tested, 2% active. Tet-inducible ROMK, thallium flux fluorescence; actives lie on both sides;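 active means signal ratio slope over the read window, or its plate-corrected B-score, at least 3 SD from the plate mean, either direction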;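 further: B-score of the F/F0 ratio slope over 7 to 12 s after thallium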
# Target sequence (P48048 whole entry, looked up): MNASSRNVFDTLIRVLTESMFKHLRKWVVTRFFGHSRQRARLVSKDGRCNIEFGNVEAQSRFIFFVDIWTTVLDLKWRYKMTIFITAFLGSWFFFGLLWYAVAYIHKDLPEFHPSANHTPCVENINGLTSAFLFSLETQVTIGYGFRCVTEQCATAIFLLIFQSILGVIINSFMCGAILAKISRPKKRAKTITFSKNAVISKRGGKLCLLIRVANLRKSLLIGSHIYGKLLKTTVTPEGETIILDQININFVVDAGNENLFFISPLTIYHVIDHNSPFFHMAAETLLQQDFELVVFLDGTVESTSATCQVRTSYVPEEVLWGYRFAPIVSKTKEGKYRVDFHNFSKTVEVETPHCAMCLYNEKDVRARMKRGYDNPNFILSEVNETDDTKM
# PPARg SRC2 recr – promotes SRC-2 coactivator recruitment by human PPARgamma; activation, % at 8 µM; P37231; AID 1032; PPARgamma LBD-SRC-2 recruitment, biochemical; 200,000 tested, 0.34% active; in the data active means activation above about 22%;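 further: 0% = vehicle and 100% = reference agonist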
# PPARg SRC-1 ag – agonists of human PPARgamma SRC-1 coactivator recruitment. activation, % at 8 µM. AID 631. PPARgamma-SRC-1 coactivator recruitment biochemical assay. 200,000 tested, 0.41% active; in the data active means activation above about 19%;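 further: 0% = DMSO and 100% = reference agonist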
# STAT1 inh – reduces IFN-gamma driven STAT1 reporter signal; NIH 3T3 STAT1-luciferase reporter, luminescence; inhibition, % at 5.5 µM; 200,000 tested, 0.35% active;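 active means inhibition above a set limit, the mean inhibition across all tested compounds plus 3 SD, cut at about 34% in these data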;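 further: 0% = IFN-gamma with DMSO and 100% = IFN-gamma with 300 µM nifuroxazide; values of inactives mirror those of a sister screen read the other way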
# * hit, by the source's call; . = not tested or not shown.
mol	RAM inhibit	SRC2 TRFRET art	TLR4-MyD88 BLA	STAT3 activator	STAT3 blocker	S1P3 antagonist	PPARg SRC3 recr	ROMK primary	PPARg SRC2 recr	PPARg SRC-1 ag	STAT1 inh
C/C(=C\C(=O)c1ccc(Cl)cc1)NCc1ccc2c(c1)OCO2	0.3	1661	-1	88	25	.	2	.	6	-4	-8
CN(C)/C=C/C(=O)c1ccc(Oc2ccccc2)cc1	2.2	1378	-7	94	12	-26	-5	0.048	-4	-5	-42
COc1ccc(NC(=O)COC(=O)c2ccc([N+](=O)[O-])o2)cc1Cl	2.0	1651	16	101	2	-4	6	-0.71	-1	7	-3
COc1ccc(/C=N/NC(=O)c2ccc(=O)[nH]n2)cc1OC	-0.4	1596	1	114	-16	-1	-5	.	-4	-7	-10
O=C(Nc1cccc(C(F)(F)F)c1)C1CCCN(S(=O)(=O)c2cnc[nH]2)C1 (stereo not drawn)	3.3	1558	2	101	4	-8	6	.	-1	8	-10
Cc1ccc(C(=O)NCCN2CCOCC2)cc1	0.6	1597	-4	105	-5	.	11	.	12	4	1
CCCCC(=O)Nc1ccc(C(N)=O)cc1	-0.3	1557	2	102	2	-11	-6	.	2	-3	1
CC1CCCCN1C(=O)Cn1c(=O)oc2ccccc21 (stereo not drawn)	-0.1	1566	-11	100	2	-16	3	0.029	8	7	1
COc1ccc(Br)cc1CNC(=O)C1CCN(C(=O)N(C)C)CC1	2.4	1545	2	101	5	-10	-5	1.4	-3	-3	1
C=CCn1c(SCc2c(C(=O)OC)sc(N)c2C(=O)OC)nnc1-c1ccc(Br)cc1	5.2	1367	-1	94	4	.	4	-1.4	12	3	-1
Cc1cc(C)nc(NC2=NCCN2C(=S)Nc2c(C)cccc2C)n1	1.6	1607	-9	103	9	1	4	-0.3	0	3	9
CC(=O)NS(=O)(=O)c1ccc(NC(=O)c2ccc(Br)o2)cc1	1.5	1510	9	98	3	.	6	0.05	8	3	-1
Cc1cc(C)n(S(=O)(=O)c2ccc(Cl)c(Cl)c2Cl)n1	-0.1	1340	21	105	1	13	3	.	2	1	-13
Cc1ccccc1Nc1nc(-c2cccnc2)nc2ccccc12	0.6	1505	-13	.	.	4	2	.	3	-1	9
COc1ccc2nc(/N=C(\N)NC(=O)N3c4ccccc4Sc4ccccc43)nc(C)c2c1	3.0	1507	2	93	8	-7	3	0.32	-6	-5	-10
CC(C)COc1cccc(C(=O)Nc2ccc(S(=O)(=O)N3CCOCC3)cc2)c1	1.6	1596	1	101	2	1	4	0.00012	2	2	-6
CCCS(=O)(=O)c1c(S(=O)(=O)CCC)c2cc(CC)ccn2c1C(=O)OC	0.3	1574	-4	102	0	-9	-3	-0.4	8	1	10
CCSc1nnc(NC(=O)CSc2nc3c(c(=O)n2C)SC(C)C3)s1 (stereo not drawn)	3.1	1283	-11	91	14	-16	-4	.	0	-6	7
Cc1nn(-c2ccccc2)c2c1C1(C(=O)N3c4c(cccc41)C(C)CC3(C)C)C(C#N)=C(N)O2 (stereo not drawn)	7.3	1586	2	109	-11	.	7	-1.4	4	-3	5
CCn1c(=NC(=O)c2cccc(N3C(=O)CCC3=O)c2)sc2c(OC)ccc(OC)c21	11*	1692	-4	.	.	-18	3	.	10	10	3
CCCCn1nc2cc(C(=O)NCc3ccccc3OC)ccc2c1OCC	-0.6	1540	-8	97	8	.	-1	.	-3	-1	6
COc1ccc(OC)c(C2C(C(=O)c3cccs3)=C(O)C(=O)N2CCN(C)C)c1 (stereo not drawn)	-0.4	1553	-1	109	-8	-22	-6	-0.38	2	7	5
Cc1ccc(CNC(=O)C2c3ccccc3C(=O)N(C)C2c2c[nH]c3ccccc23)o1 (stereo not drawn)	0.7	1660	5	108	-10	.	5	-0.38	2	-2	2
Cc1ccc(N2C(=O)CC(n3ccnc3)C2=O)cc1C (stereo not drawn)	2.8	1699	3	97	15	.	4	.	8	-7	1
CCOC(=O)c1ccc(NS(=O)(=O)c2ccc(Cl)nc2)cc1	1.0	1590	-1	98	4	-4	1	-2.2	10	4	-6
CCO[C@H]1OC(C(=O)N2CCOCC2)=C[C@@H](c2ccc3c(c2)OCO3)[C@@H]1CCCO	3.2	1604	-2	.	.	-7	3	.	6	4	-5
CC1=CCC2C(=O)N(c3ccc(C)cc3)C(=O)C2C1 (stereo not drawn)	0.5	1452	-2	99	8	.	12	-0.29	-1	5	-2
N/C(=N\OC(=O)COc1ccc(Br)cc1)c1cccnc1	1.6	1617	19	95	10	-7	3	-0.42	-1	8	-6
CCOC(=O)C(=O)Nc1nnc(COc2ccccc2)s1	-0.5	1593	16	97	7	-1	4	0.47	8	3	-3
COc1ccc(/C=N/n2c(C)nc3sc(C)c(C)c3c2=O)cc1OC	0.8	1415	-6	101	2	5	2	-0.31	2	0	3
CN=C1SC(CC(=O)Nc2ccc(F)cc2F)C(=O)N1/N=C/c1ccc(OC(F)F)c(OC)c1 (stereo not drawn)	0.4	1819	-11	98	9	4	-1	0.034	6	2	7
CC(C)CNC(=O)C(=O)NN=C1CCCCCC1	2.4	1619	-8	97	7	5	-4	0.21	-2	5	-4
O=C(CCN1C(=O)C2C3C=CC(C3)C2C1=O)Oc1ccc2ccccc2c1 (stereo not drawn)	0.7	1528	5	99	6	-12	2	-0.95	3	12	-2
O=[N+]([O-])c1ccc2oc(C3CCCCC3)nc2c1	0.6	1748	6	94	11	-8	5	-0.037	4	0	-26
COC(=O)c1ccc(Oc2nc3c(c(=O)n(C)c(=O)n3C)n2CCC(C)C)cc1	6.4	1328	2	98	4	9	-1	.	6	-1	8
CN(Cc1ccc(Cl)s1)C(=O)CCl	1.4	1479	5	101	2	-22	-6	0.1	-2	2	17
Cc1csc(NC(=O)C2CCN(C(=O)c3ccccc3C)CC2)n1	-0.4	1839	-6	101	2	-11	3	0.51	6	9	0
CC1CC(NC(=O)C2(C)CC2(Cl)Cl)CC(C)(C)C1 (stereo not drawn)	2.2	1412	5	106	0	.	0	0.45	-1	1	2
COCCn1c(=NC(=O)c2ccco2)sc2cc(C(=O)OC)ccc21	2.2	1741	5	95	1	4	0	.	5	4	-1
c1cc2nncn2nc1N1CCCC1	1.1	1678	-2	95	10	-2	6	0.14	14	6	-1
O=C(O)c1cc(NCc2ccc(F)cc2)ccc1N1CCOCC1	2.4	1406	8	100	4	.	0	.	1	-2	2
CCCN(C(=S)Nc1ccccc1)C1CCS(=O)(=O)C1 (stereo not drawn)	-0.5	1531	-2	91	20	.	10	.	4	14	5
O=C(Nc1ccccn1)C(F)(F)C(F)(F)C(F)(F)C(F)(F)C(=O)Nc1ccccn1	3.3	1645	6	99	-2	3	-3	-0.21	4	9	0
CCC(=O)N1CCc2cc(S(=O)(=O)CCC(=O)NC(C)CC)ccc21 (stereo not drawn)	0.8	1507	5	103	-1	-18	2	-0.0076	1	0	-1
CC(Oc1ccccc1)c1ccnc2nc(/N=C/N(C)C)nn12 (stereo not drawn)	0.2	1744	-6	98	9	.	9	.	4	4	2
COc1ccc(-c2[nH]ncc2CN(C)CCc2c(C)n[nH]c2C)c(F)c1	-0.5	1428	-1	103	8	3	-7	-0.98	-1	-7	8
Nc1ccc2c(c1)CC(=O)c1ccccc1S2	5.3	1494	-4	106	-5	-8	-2	-1.7	-2	3	-5
CC(C)c1ccc(C(=O)NNC(=O)C2CC=CCC2C(=O)O)cc1 (stereo not drawn)	0.0	1598	1	100	4	-57	2	-0.44	6	-4	-19
CCOc1ccc(C(=S)N2CCCC2)cc1	1.2	1434	19	92	7	.	-1	2	4	0	-1
COc1ccc(Nc2cc(C(=O)NCCCN3CCOCC3)c3ccccc3n2)c(OC)c1	0.1	1515	-4	104	-4	.	9	.	8	-2	14
CC1(C)Cc2c(c(N3CCOCC3)nc3snc(NC(=O)c4ccccc4)c23)CO1	3.3	1360	3	105	0	.	-5	-0.69	2	-14	-5
COc1ccc2nc(SCc3ccccc3)nc(C)c2c1	0.9	1612	-8	98	8	1	5	.	14	11	-97
O=C(Nc1cccc(C(F)(F)F)c1)c1scc2c1OCCO2	3.7	1844	-4	96	10	13	9	1.9	-5	12	-28
Cc1ccc(-c2nc3ccccc3o2)cc1NC(=S)NC(=O)c1cccs1	1.3	1563	1	105	4	.	-4	.	-5	2	-20
Cc1cc(C)n(-c2nc(SCCN(C)C)c3c4c(sc3n2)COC(C)(C)C4)n1	0.7	1808	9	99	12	.	0	.	7	7	8
COCCNC(=O)c1ccc2ccccc2n1	0.7	1623	9	106	1	-26	0	.	6	0	0
O=C(COc1ccc(Cl)cc1Cl)NN1C(=O)/C(=C\c2ccc(Cl)cc2)SC1=S	1.9	1607	0	105	6	3	0	-0.24	0	-4	-5
Cn1/c(=N/NC(=O)c2cccc(OC(F)F)c2)sc2ccccc21	3.8	1550	4	96	9	-2	3	-0.38	9	3	2
Cc1ccc(SCc2nc(-c3ccccc3)no2)cc1	1.7	1483	-1	97	6	-8	-9	.	3	-4	-1
Cc1cccc(NC(=O)C2CCCN2C(=O)Oc2ccccc2)c1 (stereo not drawn)	-0.3	1548	16	103	2	.	-4	-0.95	-2	2	-7

# Next section:
mol	RAM inhibit	SRC2 TRFRET art	TLR4-MyD88 BLA	STAT3 activator	STAT3 blocker	S1P3 antagonist	PPARg SRC3 recr	ROMK primary	PPARg SRC2 recr	PPARg SRC-1 ag	STAT1 inh
NC(=O)CS(=O)(=O)c1ccc(Cl)cc1	0.8	1699	-14	95	9	2	-3	0.98	-5	1	-4
CC1CC(C(F)(F)F)n2ncc(C(=O)O)c2N1 (stereo not drawn)	0.4	1517	-1	94	13	-1	-3	0.46	4	-1	-2
CCOC1OC2C(CO)OC(n3cnc4c(N)ncnc43)C2O1 (stereo not drawn)	1.6	1596	-10	100	0	-45	3	.	13	3	5
CCCOc1ccc([C@@H]2C3CN(C(=O)OCC)CC=C3C(C#N)=C(N)C2(C#N)C#N)cc1OC (stereo partly drawn)	3.8	1583	-1	106	-3	-32	-10	-0.13	6	-2	11
COc1ccc(-c2nnn(CC(=O)NCc3cccs3)n2)cc1OC	0.6	1509	0	93	12	.	-5	.	1	6	6
COc1ccc(OC)c(NC(=S)NN2CCN(C)CC2)c1	2.3	1612	6	96	13	.	9	.	1	0	4
Cc1cc(NC(=O)COC(=O)c2cc3c(s2)CCC(C)C3)no1 (stereo not drawn)	4.1	1379	-1	103	4	-31	0	.	7	-1	-5
